NS3 helicase inh = inhibitors of Hepatitis C virus NS3 helicase; NS3 helicase DNA unwinding, Cy5 molecular beacon fluorescence; inhibition, % at 10.9 µM; actives 0.56% (n = 290,000); AID 1800;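 active = inhibition above the mean of all tested compounds plus 3 SD, set per campaign, cut at about 35% in these data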;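 also: 0% = DMSO wells and 100% = thioflavine S control wells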
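Material: hepatitis C virus NS3 helicase domain fragment enzyme; measured by: Cy5 fluorescence, 0 and 60 min reads; control set: DMSO and thioflavine S; incubation: 60 min unwinding reaction at 25 °C after ATP addition; read-out basis: % inhibition from 60/0 min fluorescence ratio, DMSO 0%, thioflavine S 100%; repeats: singlicate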
CRFBP-R2 block = CRF-BP/CRF-R2 complex antagonism; HEK293 CRF-R2/CRF-BP, CRF-induced calcium fluorescence; inhibition, % at 11.8 µM; actives 0.59% (n = 350,000); AID 588475;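 active = inhibition of the ligand-induced calcium signal above about 50% at the single tested concentration, limit read from the data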
MEKK2 mut-MEK5 = signal of MEK5 binding to mutant human MEKK2 PB1 domain; percent response, % at 10 µM; actives 0.35% (n = 290,000); AID 1530; bead flow cytometry, Alexa488-MEK5 binding to MEKK2 mutant; in the data active = percent response above about 24%, passing the limit was not always enough; also: inactives centre near 1; some results filed as inactive read as strong as hits
MEKK2 WT-MEK5 = raises or lowers MEK5 binding to wildtype human MEKK2 PB1 domain | Q9Y2U5 | bead flow cytometry, Alexa488-MEK5 binding to MEKK2 WT; actives lie on both sides | binding response (% of control), % at 10 µM | actives 1.1% (n = 290,000) | AID 1531; in the data active = binding response below about 67% or above about 130%
CRFBP-R2 agonist = CRF-BP/CRF-R2 complex agonism | HEK293 CRF-R2/CRF-BP, calcium dye fluorescence (FLIPR); percent of saturating CRF peptide response | activation, % at 13.2 µM | actives 0.46% (n = 350,000);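 active = activation of at least 50%, plus an integration ratio under a set limit after plate pattern correction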;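 also: plate controls were neutral control wells without compound for no effect and CRF at EC100 for full effect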
MEKK3 PB1 HTS = raises or lowers MEK5 binding to the human MEKK3 PB1 domain; Q99759; bead-based flow cytometry, Alexa488-MEK5 binding to MEKK3; actives lie on both sides; 0 = blocked by unlabeled MEK5, 100 = vehicle; binding response (% of control), % at 10 µM; actives 1.4% (n = 290,000);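 active = binding response more than 3 SD above or below the average of its plate-row segment, actives on both sides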;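 also: Alexa488 bead fluorescence after subtracting the streptavidin-only scavenger bead signal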
GalR3 antagonist = human GalR3 antagonism; HEK293 GalR3-CNG cAMP membrane potential fluorescence; galR3 body fused to GalR1 C-terminus; inhibition, % at 3 µM; actives 0.44% (n = 360,000); AID 651719;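 active = inhibition above the screen-wide average plus 3 SD, cut at about 13% in these data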;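 also: forskolin and galanin both at EC90 stimulate the cells; cAMP rise reported by CNG channel membrane potential dye signal; 0% = forskolin plus galanin with DMSO and 100% = forskolin alone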
Target sequence (O60755 1-299 limits assumed): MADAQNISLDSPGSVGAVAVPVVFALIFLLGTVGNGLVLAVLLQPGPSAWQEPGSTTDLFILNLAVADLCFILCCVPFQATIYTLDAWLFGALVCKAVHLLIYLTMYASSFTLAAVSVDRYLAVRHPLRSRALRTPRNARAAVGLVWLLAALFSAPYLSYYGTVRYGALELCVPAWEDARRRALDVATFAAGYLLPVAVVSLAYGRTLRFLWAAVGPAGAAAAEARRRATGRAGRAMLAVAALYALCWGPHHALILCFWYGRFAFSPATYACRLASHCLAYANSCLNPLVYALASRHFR
FID counter = fluorescent intercalator displacement, NS3 helicase counter-screen; DNA fluorescent intercalator displacement, fluorescence; inhibition, % at 7.9 µM; actives 0.17% (n = 290,000); AID 1845; in the data active = inhibition above about 37%;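 also: 0% = vehicle and 100% = reference compound; higher means more ethidium bromide displaced from hairpin DNA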
UBC9 SUMO inh = blocks human SUMOylation mediated by UBC9 | actives 0.36% (n = 290,000) | AID 2006 | inhibition, % at 35 µM | P63279 | HTRF SUMOylation assay, SAE1/SAE2 + UBC9, in vitro; in the data active = inhibition above about 50%, passing the limit was not always enough; also: strong numbers were not always called active
Target sequence (P63279 whole entry, looked up): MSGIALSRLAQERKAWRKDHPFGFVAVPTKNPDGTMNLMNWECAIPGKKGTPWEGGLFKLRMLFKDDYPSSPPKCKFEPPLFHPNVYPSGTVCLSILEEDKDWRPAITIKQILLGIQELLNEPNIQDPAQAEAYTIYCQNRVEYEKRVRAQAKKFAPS
Starred values were filed as active, the others as inactive; . = no result given; [ ] = another dose, or the depositor's remark. Not all compounds are listed. The share of hits here may be higher or lower than overall.

compound,NS3 helicase inh,CRFBP-R2 block,MEKK2 mut-MEK5,MEKK2 WT-MEK5,CRFBP-R2 agonist,MEKK3 PB1 HTS,GalR3 antagonist,FID counter,UBC9 SUMO inh
Cc1cccc(C(=O)OCc2cnc(Cl)s2)c1,3,-3,-17,25*[inhibitor],1.5,15*[inhibitor],-2,3,41
Cc1cccc(C(=O)Nc2ccccc2SCC(=O)Nc2ccc(C)c(Cl)c2)c1,0,-55,0,102,-0.5,109,-3,2,11
Cc1cccnc1NC(N)=S,-3,-9,2,101,2.4,99,-3,1,10
O=C(Nc1ccc(F)cc1)c1cncs1,9,7,0,99,-2.0,96,-8,-5,3
CN(C)CCCN(C(=O)c1ccc(S(=O)(=O)N(C)Cc2ccccc2)cc1)c1nc2cc3c(cc2s1)OCO3,-41,-3,41*,192*,-0.5,112,-3,35,3
CN1CCN(CC(O)c2ccccc2)CC1 (centres undefined),10,.,7,111,.,110,.,-4,7
O=C(NCCSc1ccc(Cl)cc1)c1ccc(CN2CCOCC2)cc1,-8,7,4,108,2.9,106,-5,-11,-4
Cc1cc(N/C=C(\C#N)S(=O)(=O)c2ccc(Cl)cc2)nc(C)n1,-7,12,-9,88,-1.7,85,-6,-6,16
Cc1ccc(C(=O)NNC(=O)Cn2nnc3ccccc32)cc1,5,5,-4,94,2.1,90,4,-5,19
CN(CC(=O)Nc1ccccc1Cl)C(=O)COC(=O)CN1C(=O)NC2(CCCC2)C1=O,-1,4,7,103,-0.1,100,-1,-17,6
CCc1nnc(NC(=O)CCc2c[nH]c3ccccc23)s1,8,-23,0,97,-3.1,101,-2,-6,2
CCCN(CC(=O)Nc1ccccc1OC)C(=O)c1cnc(Cl)c(Cl)c1,-14,-7,0,96,0.0,98,-9,-25,10
CCCC(=O)Nc1ccccc1NC(=O)c1cc(OC)c(OC)c(OC)c1,2,5,-3,95,-0.8,95,-4,-10,21
O=C(NNC(=O)c1ccccc1-n1cccc1)c1ccc(Cl)cc1Cl,3,-34,15,97,-1.9,96,5,-5,-8
COc1ccc(C2CC(O)(c3ccccc3)Oc3cc(OC)ccc32)cc1 (centres undefined),.,8,1,97,-0.5,102,-3,.,-20
CCn1cc(C(=O)OCC(=O)Nc2cc(S(=O)(=O)N(C)C)ccc2C)c(=O)c2ccc(C)nc21,9,2,4,107,0.1,106,-6,-19,18
O=C(CC1C(=O)NCCN1Cc1ccccc1C(F)(F)F)NCCn1cccn1 (centres undefined),7,0,-6,93,2.9,108,4,-16,0
S=C(NCc1ccccc1)Nc1cccc(Cl)c1,-3,12,0,102,-1.9,98,-4,-13,10
COc1ccccc1C(=O)Oc1ccc(C(C)C)cc1,-3,20,1,94,0.1,95,-2,-13,4
CC1CCN(Cc2nnnn2CCCC(=O)NC(c2ccccn2)C(F)(F)F)CC1 (centres undefined),1,14,6,107,-1.5,102,-3,-24,3
COc1ccc(/C=N/NC(=O)c2ccc3c(c2)OCCO3)cc1[N+](=O)[O-],16,21,-4,88,0.7,95,6,-1,-71
CN1CCN(C2CCCCC2NS(=O)(=O)c2ccccc2)CC1 (centres undefined),7,-1,-3,97,3.7,95,-8,13,9
CC(=O)OC(COC1C[C@@H]2CC[C@@]1(C)C2(C)C)C[N+]1(C)CCCCC1 (some centres undefined),-8,-10,-25,77,0.2,72,-3,0,21
C[C@]12CC[C@@H]3c4ccc(O)cc4CC[C@H]3[C@@H]1CC[C@@H]2OC(=O)CCC(=O)O,13,1,3,100,1.7,88,3,-37,-4
Cc1ccc(S(=O)(=O)N(C)C)cc1-n1c(SCC(=O)N(C)C)nc2ccccc2c1=O,6,-5,-3,94,-2.8,95,-4,-30,2
COc1ccc(C)cc1NC(=O)CSc1nnc(-c2ccc(Br)cc2)o1,6,-10,4,102,-0.2,107,-2,-7,20
Nc1ccccc1Nc1ccncc1[N+](=O)[O-],-3,-25,1,104,3.0,104,-4,8,17
COc1ccccc1N(CC(=O)NC1CCCC1)C(=O)c1oc(C(C)(C)C)cc1C,0,-7,-2,94,-0.3,100,-9,-41,9
Cc1cccc(C(=O)/C=C2/c3ccccc3CC(C)(C)N2C)c1,-6,-9,9,102,-7.2,104,.,-22,14
O=C(O)CCc1nc(-c2cccs2)no1,-11,-19,.,.,3.6,.,-6,1,27
COc1ccc(-n2cnc3ccccc32)cc1,-4,8,8,114,0.0,118,-12,-6,20
O=S(=O)(Nc1ccc(Cc2ccncc2)cc1)c1ccc(Cl)c(Cl)c1,-13,6,3,103,0.7,106,-9,-9,-14
CCOc1ccc(S(=O)(=O)N(CC(N)=O)c2ccc(C)cc2)cc1,5,-13,0,105,0.8,101,-2,-13,16
S=C(Nc1ccccc1Cl)N(Cc1ccccc1)Cc1ccccn1,-12,-5,4,102,6.2,107,0,-13,-13
CCOc1ccc(NC(=O)Nc2ccccc2C(N)=O)cc1,3,-18,1,102,-1.9,100,-3,0,3
CCN1CCN(CCCNC(=O)CNC(=O)c2nn(-c3ccc(OC)cc3)c(=O)c3ccccc23)CC1,1,10,8,104,5.0,104,-10,4,4
CCCCn1c(SCC(=O)N2CCCCC2C)nc2cc(S(N)(=O)=O)ccc21 (centres undefined),9,-4,10,101,-2.5,103,2,-24,-21
CC(=O)OCc1c(C(F)(F)F)nn(C)c1Sc1ccccc1,-1,26,4,103,-2.7,104,-5,-4,-23
CCC(=O)Nc1cccc(NC(=O)CSc2nc3c(c(=O)n(C)c(=O)n3C)n2C)c1,-14,-13,5,100,0.2,100,-1,-13,9
Cc1ccc(OCCn2cnc3c2c(=O)n(C)c(=O)n3C)cc1,12,8,2,101,-0.3,101,-8,-11,-2
O=C(O)c1cnn(-c2nc(-c3ccc(Br)cc3)cs2)c1C(F)(F)F,-15,23,5,99,0.2,106,-7,-15,33
O=S(=O)(/C=C/c1ccccc1)N1CCN(Cc2ccc3c(c2)OCO3)CC1,-30,8,-3,106,-0.1,108,-8,-8,-3
COc1ccccc1CNC(=O)CCNS(=O)(=O)c1ccc2c(c1)CC(C)N2C(C)=O (centres undefined),-1,8,5,106,-2.0,100,-3,-27,9
CCCCn1c(N2CCCC2)nc2c1c(=O)[nH]c(=O)n2C,-4,3,10,109,-0.6,109,-8,-12,28
COC(=O)NNC(=O)c1ccccc1C,6,-9,-4,98,-1.9,90,5,-1,22
O=C(C[n+]1ccccc1)Nc1cc(C(F)(F)F)ccc1Cl,-27,6,-1,98,0.1,96,0,5,-10
COc1ccc(OC)c2[nH]c(=O)c(CCNC(=O)C3CCCCC3)cc12,1,3,2,98,-4.5,100,1,-22,20
O=S(=O)(c1ccc(N2CCCC2)nc1)N1CCCC1,4,3,2,107,-1.0,101,-3,2,18
CN1CCN(c2ccc(NC(=O)c3ccccc3Br)cc2)CC1,13,4,11,111,0.1,110,0,5,0
O=C(COC(=O)CC1c2ccccc2CCN1S(=O)(=O)c1ccccc1)Nc1ccccc1 (centres undefined),0,-13,-2,98,4.0,100,-4,-25,-8
CCOC(=O)C[C@H]1c2ccccc2S(=O)(=O)N1c1ccccc1,.,2,-3,98,0.3,99,-3,.,.
O=C(O)CC(c1ccc(OC2CCCC2)cc1)N1C(=O)c2ccccc2C1=O (centres undefined),22,1,1,101,6.0,100,-3,-21,0
COc1cc(CNc2ccccc2SC)cc(OC)c1OC,-7,73*,5,99,-7.2,101,-9,-15,-10
CC(=O)[C@@H]1[C@@H](C)N(Cc2ccccc2)C(=O)N[C@H]1c1cccc(C(F)(F)F)c1,.,-2,4,95,0.3,109,0,.,0
O=C(COc1ccc(Cl)cc1)Nc1ccc2c(c1)nc1n2CCOC1,-10,3,2,105,-0.2,99,3,-25,10
CC(=O)c1ccccc1NC(=O)COC(=O)/C(=C/c1ccccc1)n1nnnc1C,-6,-12,5,109,1.6,105,1,-7,20
O=c1cc(-c2cccc(Cl)c2)oc2cccc(O)c12,.,-18,4,100,-0.7,100,-4,.,-4
C/C=C/c1ccccc1OCc1ccc(C(=O)O)o1,14,2,3,106,0.1,105,-1,-6,-8
Cc1ccc(C)c(NC(=O)CN2C(=O)COc3ccc(S(=O)(=O)N4CCCC4)cc32)c1,-2,-4,3,104,-1.0,104,7,-29,16
COc1[nH]c2ccc(F)cc2c1C(=O)OCC1CCN(CCNS(C)(=O)=O)CC1,.,5,3,113,-0.4,103,.,.,.

(list continues)
compound,NS3 helicase inh,CRFBP-R2 block,MEKK2 mut-MEK5,MEKK2 WT-MEK5,CRFBP-R2 agonist,MEKK3 PB1 HTS,GalR3 antagonist,FID counter,UBC9 SUMO inh
Cc1sc(NC(=O)CN2CCOCC2)nc1-c1ccc2c(c1)CCN2S(=O)(=O)c1ccccc1,-14,-26,0,95,0.9,95,-7,-20,-5
Cc1cc(C)c2cc(C#N)c(N3CCCN(S(=O)(=O)c4ccccc4)CC3)nc2c1,-5,16,-10,89,1.9,92,.,-3,.
CC(OC(=O)/C=C/c1ccco1)C(=O)Nc1cccc([N+](=O)[O-])c1 (centres undefined),24,4,28,103,0.6,109,-4,2,-4
O=C(NC1CCCCCC1)c1cc2c(=O)n3ccccc3nc2s1,1,-11,10,103,-0.3,105,-2,-21,34
C=CCn1c(COc2ccccc2)nnc1SCC(=O)Nc1ccc(S(N)(=O)=O)cc1,2,-1,0,101,4.2,100,-4,-18,2
COC(=O)C1CCCCN1C(=O)CCc1nnc(CCc2c[nH]c3ccccc23)o1 (centres undefined),-6,-12,-2,97,0.4,95,-5,-29,16
CC(=O)N1CCN(c2cc(N3CCc4ccccc4C3)c(F)cc2[N+](=O)[O-])CC1,-12,-18,12,115,-1.1,106,-4,-23,-14
COCCN1C(=O)N[C@@H](c2cccc(C(F)(F)F)c2)[C@@H](C(=O)OC)[C@H]1C,.,-2,4,103,-0.6,102,-3,.,.
CN1CCN(C(=O)c2ccc3c(=O)n(Cc4ccc(Cl)cc4)c(=S)[nH]c3c2)CC1,-115,-33,17,120,0.1,110,-7,13,-6
CCN(CC(=O)Nc1ccc(Cl)c(S(=O)(=O)N(C)C)c1)CC(=O)NC(C)C,1,-5,-2,93,0.6,88,-7,-9,3
O=C(O)Cn1c(SCc2ccccc2)nc2ccccc21,0,-2,17,106,2.7,106,-4,-1,13
CCc1cccc(C)c1NC(=O)Cc1ccsc1,5,-2,0,100,0.3,101,-9,-8,-17
C/C(CC(=O)Nc1ccc(F)cc1)=N\NC(=O)c1ccccn1,-9,16,-1,99,-0.5,101,2,5,15
COc1ccc(N2CCN(c3ncnc4sc(C(=O)NCC5CCCO5)c(C)c34)CC2)cc1 (centres undefined),-3,-4,4,101,-0.6,101,-10,-45,2
O=C(COC(=O)COc1ccccc1)Nc1ccc(S(=O)(=O)N2CCOCC2)cc1,-3,5,-6,98,0.9,93,4,-4,7
COc1ccc(-c2csc3ncnc(Nc4ccc(O)cc4)c23)cc1,10,19,-13,81,4.1,83,-6,1,6

Bioassay records from PubChem.
